# Compound activity (PubChem BioAssay)
# TPT1 inhibitor – Candida albicans TPT1 enzyme inhibitors, primary screen, biochemical, fluorescence polarization. AID 1962, 2009. inhibition, % at 5 µM. actives 0.81% (n = 300,000). recombinant caTPT1, FP RNA substrate dephosphorylation;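 active = inhibition above the mean of all tested compounds plus 3 SD, set per screening campaign, cut at about 24% in these data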;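 also: plate controls were DMSO alone for no effect and ferristatin control at 100 nM for full effect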
# PP1 inh – PP1-alpha phosphatase inhibitors, primary screen, counter-screen for PP5 inhibitor project, biochemical, fluorescence, OMFP substrate, single point | Serine/threonine-protein phosphatase PP1-alpha catalytic subunit (Homo sapiens), P62136 | purified PP1alpha | inhibition, % at 6.7 µM | actives 0.9% (n = 320,000);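 active = inhibition above the mean inhibition of all tested compounds plus 3 SD, computed separately for each screening campaign, cut at about 15% in these data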
# Target sequence (P62136 whole entry, looked up): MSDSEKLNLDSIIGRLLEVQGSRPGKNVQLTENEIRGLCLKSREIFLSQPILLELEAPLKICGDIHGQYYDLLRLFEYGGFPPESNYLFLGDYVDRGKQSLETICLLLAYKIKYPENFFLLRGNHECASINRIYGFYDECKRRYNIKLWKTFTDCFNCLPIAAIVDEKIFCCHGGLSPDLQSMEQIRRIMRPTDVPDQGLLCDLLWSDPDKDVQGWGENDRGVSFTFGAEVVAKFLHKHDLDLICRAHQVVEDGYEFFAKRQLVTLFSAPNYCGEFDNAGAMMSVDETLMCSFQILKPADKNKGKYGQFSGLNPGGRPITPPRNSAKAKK
# procasp3 activ – activators of human procaspase-3 D3A mutant, primary screen, biochemical, absorbance, PC-3 D3A mutant, single concentration. actives 0.11% (n = 330,000). recombinant procaspase-3 D3A, Ac-DEVD-pNA absorbance 405 nm. activation, % at 8.5 µM. Caspase-3 (Homo sapiens), P42574. AID 463141, 2010;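 active = activation above the mean of all tested compounds plus 3 SD, cut at about 21% in these data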;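 also: 0% = DMSO alone and 100% = DMSO wells spiked with extra 5 µM PC-3 D3A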
# Target sequence (P42574 whole entry D9A/D28A/D175A): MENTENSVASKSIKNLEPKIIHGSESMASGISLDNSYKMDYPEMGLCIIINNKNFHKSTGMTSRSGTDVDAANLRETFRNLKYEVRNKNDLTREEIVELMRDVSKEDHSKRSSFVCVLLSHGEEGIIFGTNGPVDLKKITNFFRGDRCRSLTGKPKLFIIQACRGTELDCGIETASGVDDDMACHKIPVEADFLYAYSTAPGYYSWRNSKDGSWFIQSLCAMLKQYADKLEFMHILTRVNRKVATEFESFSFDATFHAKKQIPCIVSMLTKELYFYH
#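 Assay system – Procaspase-3 D3A mutant, all three cleavage aspartates alanine · Controls – DMSO-only low control, 5 µM PC-3 D3A high control · Schedule – 1 h compound preincubation, 2 h substrate hydrolysis at 25 °C · Signal – 405 nm absorbance of p-nitroaniline, reads at 0 and 120 min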
# core dimer inh – inhibitors of HCV core protein dimerization, primary screen, biochemical, TR-FRET, high-throughput; actives 0.33% (n = 300,000); inhibition, % at 5 µM; TR-FRET GST/Flag-core106 dimerization, 1536-well;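 active = inhibition above the mean of all tested compounds plus 3 SD, set per screening campaign, cut at about 45% in these data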
#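 Material: Tagged HCV core106 pair (GST and Flag) | Amount: GST-core106 13.5 nM, Flag-core106 17 nM | Medium: KF-containing HEPES buffer, pH 7.45, DTT, CHAPS, BSA | Reagent: Eu donor and XL665 acceptor anti-tag antibodies | Schedule: 4 h at 22.5 °C | Technique: Time-resolved FRET, ex 340 nm, em 617 and 671 nm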
# Fh CTSL1 inh – Fasciola hepatica cathepsin L1 inhibitors, primary screen, counter-screen for PFM18AAP inhibitor project, biochemical, QFRET, fluorogenic peptide substrate; AID 1906, 2009; inhibition, % at 5.96 µM; recombinant F. hepatica cathepsin L1, Z-Leu-Arg-MCA fluorescence; actives 0.49% (n = 300,000);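 active = inhibition above the mean of all tested compounds plus 3 SD, set per screening campaign, cut at about 17% in these data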;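 also: 0% = plate median of test compound wells and 100% = 1 µM Z-Phe-Ala-diazomethylketone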
# procasp7 counter – procaspase-7 activators, primary screen, counter-screen for procaspase-3 activator project, biochemical, absorbance, HTS, human | Caspase-7 (Homo sapiens), P55210 | recombinant procaspase-7, Ac-DEVD-pNA absorbance 405 nm; D23A/D198A/D206A triple mutant, cannot self-cleave; scale: DMSO 0, 5 µM enzyme 100 | activation, % at 8.5 µM | actives 0.093% (n = 330,000) | AID 463210, 2010;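 active = percent activation above the screen-wide mean plus 3 SD, cut at about 25% in these data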
# Target sequence (P55210 whole entry D23A/D198A/D206A): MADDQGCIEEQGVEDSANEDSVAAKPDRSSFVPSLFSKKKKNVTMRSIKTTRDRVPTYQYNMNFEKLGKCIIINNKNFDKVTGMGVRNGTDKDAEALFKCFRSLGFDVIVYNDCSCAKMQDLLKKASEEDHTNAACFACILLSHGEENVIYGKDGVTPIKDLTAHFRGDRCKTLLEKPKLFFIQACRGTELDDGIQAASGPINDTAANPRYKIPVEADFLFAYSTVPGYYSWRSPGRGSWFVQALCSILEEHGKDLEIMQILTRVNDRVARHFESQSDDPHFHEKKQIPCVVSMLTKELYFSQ
#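 buffer or medium = Zinc-free HEPES/NaCl buffer, pH 7.4 | material = Procaspase-7 triple mutant (PC-7 D3A) | input = 2 µM procaspase-7 mutant as dispensed | signal = Epi-absorbance of released pNA at 405 nm, two timepoints | timing = 1 h preincubation, 2 h reaction | replicates = singlicate compound testing | evaluation = % activation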
# PP5 inh – PP5 phosphatase inhibitors, primary screen, biochemical, fluorescence; Serine/threonine-protein phosphatase 5 (Homo sapiens), P53041; purified PP5c, OMFP substrate fluorescence; inhibition, % at 6.7 µM; actives 0.18% (n = 320,000); AID 1987, 2009;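 active = inhibition above the campaign's mean inhibition across all tested compounds plus 3 SD, cut at about 9.5% in these data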;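 also: 0% = DMSO only and 100% = 100 µM cantharidin control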
# AHR activator – AHR activators, primary screen, cell-based, luminescence, luciferase reporter, human; activation, % at 5 µM; AHR-responsive luciferase reporter cells; AID 2796, 2010; actives 2.5% (n = 320,000); Aryl hydrocarbon receptor (Homo sapiens), P35869; in the data active = activation above about 47%;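 also: 0% = vehicle wells and 100% = reference agonist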
# PAFAH2 inh – PAFAH2 enzyme inhibitors, primary screen, biochemical, fluorescence polarization, human; AID 492956, 2010; actives 0.99% (n = 340,000); inhibition, % at 3.39 µM; recombinant PAFAH2, FP-rhodamine activity probe; Platelet-activating factor acetylhydrolase 2, cytoplasmic (Homo sapiens), Q99487;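 active = inhibition above the mean over all tested compounds plus 3 SD, cut at about 30% in these data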;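 also: inhibitors block probe labeling of enzyme so polarization drops; 0% = enzyme with DMSO and 100% = wells lacking PAFAH2 protein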
# * hit, by the source's call; nt = not tested or not shown.
# Preview, three compounds:
SMILES,TPT1 inhibitor,PP1 inh,procasp3 activ,core dimer inh,Fh CTSL1 inh,procasp7 counter,PP5 inh,AHR activator,PAFAH2 inh
CN(C)S(=O)(=O)c1ccc2c(c1)C(=NO)c1cc(S(=O)(=O)N(C)C)ccc1-2,-1,-3,3,5,4,9,0.7,6,-27
COc1ccc(S(=O)(=O)N2CCCN(CC(=O)C(C)(C)C)CC2)cc1,2,-1,-3,3,-5,-16,-1.8,3,0
Oc1c(C=NCc2ccc(F)cc2)[nH]c2ccc(Br)c(Cl)c12,54*,-1,-3,-6,-4,3,-0.1,81*,nt

# This part in full, from the first entry:
SMILES,TPT1 inhibitor,PP1 inh,procasp3 activ,core dimer inh,Fh CTSL1 inh,procasp7 counter,PP5 inh,AHR activator,PAFAH2 inh
CN(C)S(=O)(=O)c1ccc2c(c1)C(=NO)c1cc(S(=O)(=O)N(C)C)ccc1-2,-1,-3,3,5,4,9,0.7,6,-27
COc1ccc(S(=O)(=O)N2CCCN(CC(=O)C(C)(C)C)CC2)cc1,2,-1,-3,3,-5,-16,-1.8,3,0
Oc1c(C=NCc2ccc(F)cc2)[nH]c2ccc(Br)c(Cl)c12,54*,-1,-3,-6,-4,3,-0.1,81*,nt
O=C(CCC(=O)c1ccc(Oc2ccccc2)cc1)Nc1ccc(Cl)cc1Cl,5,2,0,5,-2,10,4.3,-1,-3
CCOc1ccc(-n2c(=O)[nH]cc(C(=O)N3CCCc4ccccc43)c2=O)cc1,-5,-3,-4,-6,1,-6,-1.5,2,-5
CSc1nc(-c2ccc(Cl)cc2)nn1C(=O)c1ccco1,-2,-3,5,-1,-3,1,1.2,1,-2
O=C(Nc1nccs1)C1CCN(S(=O)(=O)c2cccnc2)CC1,2,-2,3,0,-1,-3,0.4,-2,-2
Clc1nc(CN2CCCCC2)nc2sc3c(c12)CCC3,-1,2,-4,8,0,13,3.5,-2,8
CC(=O)Nc1sc2c(c1C(c1cccc(F)c1)N1CCN(CCO)CC1)CCCC2 (stereo not drawn),1,-5,10,4,3,20,-1.4,1,1
Cc1ccc(S(=O)(=O)N2CCN(S(=O)(=O)N3CCC(C)CC3)CC2)c(C)c1,-4,2,4,4,2,5,1.0,-1,-10
CCc1nc(-c2ccccc2O)n(-c2ccccc2)n1,-3,1,-2,0,0,8,0.1,2,-2
Cc1nnc(N/N=C/C(C)c2ccccc2)[nH]c1=O (stereo not drawn),-1,-4,3,-4,-2,-1,-1.1,31,-2
CN(CC(=O)N(C)CC(=O)Nc1c(Cl)cccc1Cl)Cc1ccccc1F,nt,nt,-2,nt,nt,-1,nt,5,11
O=C(CSc1ncccn1)N/N=C/c1ccc(OC2CSC2)cc1,-2,-3,5,-4,0,8,1.4,8,2
CCN1C(=O)/C(=C\c2nc3ccccc3c(=O)n2-c2ccccc2)c2ccccc21,-2,1,4,3,1,5,0.5,3,8
CC(NS(=O)(=O)c1ccc2c(c1)OCCO2)c1ccccc1 (stereo not drawn),-1,0,-4,-4,-2,1,0.8,0,6
Cc1ccccc1Cc1c(C)nc2c(C(=O)NCc3ccco3)cnn2c1C,5,-1,8,24,-1,-19,3.0,-3,-2
CC1(C)CC(=O)C=C(c2cccc(Br)c2)C1,nt,-5,2,nt,nt,7,-1.8,0,-6
CC(C)[C@H](NC(=O)c1ccccc1)C(=O)OCC(=O)/C=C1/N(C)c2ccccc2C1(C)C,0,0,2,10,-7,5,3.1,-1,-6
O=C(Nc1ccc(NC(=O)c2cccs2)cc1)c1ccco1,4,0,-9,1,-1,-1,0.3,-11,-3
CC(C)C(=O)Nc1cccc(NC(=S)NC(=O)C(c2ccccc2)c2ccccc2)c1,3,0,1,9,-2,-4,3.4,-2,-33
CCN(CC)C(=O)CSc1nnc(COc2cccc(C)c2)n1C,-4,-3,4,4,-3,4,4.3,1,nt
Cc1c(CN(C)Cc2cn(C)nc2-c2ccccc2F)[nH]c2ccccc12,1,4,2,-4,-2,4,0.4,48*,-6
CCOC(=O)c1cc(-c2ccccc2)sc1NC(=O)CSc1nnc(N)s1,0,10,10,4,4,-3,3.6,2,0
Cc1cccc(C)c1NS(=O)(=O)c1c(C(=O)N2CCCCC2)c(C)n(C)c1C,-2,1,6,-12,1,3,-0.8,3,4

# Entries listed so far shown as hits in TPT1 inhibitor:
molecule,TPT1 inhibitor,procasp3 activ,core dimer inh,PP5 inh,AHR activator,PAFAH2 inh
Oc1c(C=NCc2ccc(F)cc2)[nH]c2ccc(Br)c(Cl)c12,54*,-3,-6,-0.1,81*,nt

# Entries of single compounds as entered above. Values in the order: TPT1 inhibitor | PP1 inh | procasp3 activ | core dimer inh | Fh CTSL1 inh | procasp7 counter | PP5 inh | AHR activator | PAFAH2 inh
# CC(C)[C@H](NC(=O)c1ccccc1)C(=O)OCC(=O)/C=C1/N(C)c2ccccc2C1(C)C as listed: 0 | 0 | 2 | 10 | -7 | 5 | 3.1 | -1 | -6
# Cc1ccccc1Cc1c(C)nc2c(C(=O)NCc3ccco3)cnn2c1C as listed: 5 | -1 | 8 | 24 | -1 | -19 | 3.0 | -3 | -2
# Oc1c(C=NCc2ccc(F)cc2)[nH]c2ccc(Br)c(Cl)c12 as listed: 54* | -1 | -3 | -6 | -4 | 3 | -0.1 | 81* | nt

# Further compounds:
SMILES,TPT1 inhibitor,PP1 inh,procasp3 activ,core dimer inh,Fh CTSL1 inh,procasp7 counter,PP5 inh,AHR activator,PAFAH2 inh
Cc1cccc(Nc2c(-c3ccc(O)cc3)nc3ncccn23)c1,-3,0,-7,-1,0,6,-0.5,1,-4
O=C(CNS(=O)(=O)c1ccccc1)NCC(=O)OCc1ccc(Br)cc1,1,-4,5,-2,-8,7,1.7,2,18
O=C(Nc1cccc(S(=O)(=O)N2CCOCC2)c1)c1cnn2c(C(F)F)cc(-c3ccccc3)nc12,0,1,15,-3,-5,5,-0.5,7,-2
O=C1C(Cl)=C(NCCCN2CCOCC2)C(=O)N1CCc1ccccc1,-5,3,-2,-2,-1,-6,1.8,5,-3
CC(C)(O)C#Cc1ccc(C(=O)N2CCN(c3ccc(F)cc3)CC2)cc1,2,-2,-4,-3,5,-12,1.4,2,-7
N#Cc1ccc(OCc2nnc3n2CCCCC3)cc1,-3,7,5,-1,0,3,-2.1,-1,-1
O=C(COc1ccccc1)N1CCN(S(=O)(=O)c2cccc([N+](=O)[O-])c2)CC1,1,-1,-6,0,0,7,0.1,0,-1
COc1ccc(CN2CCN(C3CCC3)CC2CCO)c(C)c1C (stereo not drawn),-1,1,2,5,-3,10,1.3,1,2
COC(=O)/C=c1/s/c(=C(/C#N)C(=O)N2CCCCC2)n(-c2ccccc2)c1=O,-2,-1,7,-2,4,2,-1.6,6,3
CCC(C)(C)NC(=O)C(OC(=O)c1cc2sccc2n1C)c1ccc(OC)cc1 (stereo not drawn),-4,-1,2,3,8,3,1.6,0,3
Cc1cc(Nc2cccc(F)c2)n2nc(C)nc2n1,-1,-5,7,6,-8,-2,0.4,4,1
O=C(COC(=O)Cn1cnc2ccccc2c1=O)Nc1ccc2c(c1)OCO2,-1,1,-1,-5,-7,3,2.5,2,-6
COc1ccc(CCNC(=O)COC(=O)/C=C/c2cc(OC)ccc2OC)cc1,nt,nt,-9,nt,nt,-3,nt,5,32*
Cc1ccc(CN2CCN(/N=C/c3cc(Br)cc(Br)c3O)CC2)c(C)c1,-1,-3,-7,-1,-2,-12,-2.0,2,-14
CCC(=O)Nc1ccc(NC(=O)c2cccc3ccccc23)cc1,-1,-2,2,2,2,-8,0.9,3,4
O=c1oc2ccccc2cc1-c1csc(Cc2nc(-c3ccc(Br)cc3)cs2)n1,1,0,5,3,6,3,2.2,12,-1
CC(OC(=O)C1=Cc2ccccc2OC1)C(=O)NCc1ccco1 (stereo not drawn),-5,-2,5,10,-4,4,1.0,1,-9
CCc1ccc(C(=O)COC(=O)c2cccc(N3C(=O)c4c(C)nc5ccccc5c4C3=O)c2)cc1,0,12,-2,30,0,0,-1.6,1,0
CCOc1ccc(N=C2SC(C(=O)Nc3ccccc3C#N)C(N)=C2C(=O)Nc2ccc(Cl)cc2)cc1 (stereo not drawn),1,19*,-6,55*,12,-12,3.9,86*,-29
COC(=O)[C@@H]1C[C@@]2(O)[C@H](O)[C@H](O)[C@H](O)C[C@H]2N1C/C=C/c1ccccc1,0,-1,-1,-12,0,3,0.0,-2,-9
CCCN(CCC)C(=O)c1ccc2c(=O)n(Cc3ccco3)c(=S)[nH]c2c1,0,0,-6,6,-6,-6,-1.3,44,-3
Cc1ccc(N2CC(C(=O)N3CCCCC3)CC2=O)cc1C (stereo not drawn),2,-2,-5,-8,-2,-5,-1.0,7,-1
O=S(=O)(c1ccc(Cl)cc1)N1CCN(C2CCCCCC2)CC1,-3,1,3,4,2,2,1.1,0,4
NS(=O)(=O)c1cccc(NC(=O)COC(=O)C2CCN(S(=O)(=O)c3cccs3)CC2)c1,1,-3,1,3,-4,6,0.1,1,-5
COc1cccc(CN2C(=O)C(C)Oc3ccccc32)c1 (stereo not drawn),-1,2,9,1,-1,-1,0.4,-1,5
O=C(C1CCCN(S(=O)(=O)c2cccc3nsnc23)C1)N1CCN(c2ccccn2)CC1 (stereo not drawn),-7,-2,5,10,2,-2,2.5,29,0
CCOC(=O)/C(C(=O)Nc1ccccc1Cl)=C1/NC(C)(C)Cc2ccccc21,-2,-4,-3,-3,3,0,-1.3,2,3

# Arranged by value in AHR activator (descending): 3 of the compounds above
structure,TPT1 inhibitor,procasp3 activ,core dimer inh,PP5 inh,AHR activator,PAFAH2 inh
CCCN(CCC)C(=O)c1ccc2c(=O)n(Cc3ccco3)c(=S)[nH]c2c1,0,-6,6,-1.3,44,-3
O=C1C(Cl)=C(NCCCN2CCOCC2)C(=O)N1CCc1ccccc1,-5,-2,-2,1.8,5,-3
CC(OC(=O)C1=Cc2ccccc2OC1)C(=O)NCc1ccco1 (stereo not drawn),-5,5,10,1.0,1,-9
